High-throughput results deposited in PubChem BioAssay by several laboratories.
TNF death inh: blocks TNF-alpha induced death of Jurkat FADD-/- cells. 220,000 compounds, 0.068% hits. AID 463075. Jurkat FADD-/- TNF necroptosis rescue, ATP luminescence, 24 h; 0 = TNF only, 100 = no-TNF cells. activation (protection from cell death), % at 10 µM;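 active = activation, meaning protection from cell death, of at least 50% relative to plate controls; inactive = activation below 50%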;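 note: necroptosis triggered by 40 ng/mL TNF-alpha added together with compound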
CHOP inhibitor: blocks CHOP induction under ER stress. CHO-K1 CHOP-promoter luciferase, tunicamycin-induced, 15-18 h. inhibition, % at 10 µM. 220,000 compounds, 3.8% hits;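 active = compounds that reduced the stress-induced luciferase reporter signal by more than about 70% of percent inhibition, limit read from the data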;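 note: 0% = tunicamycin plus vehicle and 100% = wells without tunicamycin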
Wee1 degr inh: blocks degradation of human Wee1 kinase; reporter increase, % at 5 µM; P30291; HeLa Luc-Wee1K328M stability, luciferase luminescence; 100% = proteasome inhibitor MG132 effect; AID 1321; 220,000 compounds, 1.2% hits;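 active = activation above the mean of all tested compounds plus 3 SD, set per screening run, cut at about 8.8% in these data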;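 note: cells exposed to compound for 20 h before luminescence read; 0% = DMSO alone and 100% = MG132 at 30 µM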
Target sequence (P30291 whole entry K328M): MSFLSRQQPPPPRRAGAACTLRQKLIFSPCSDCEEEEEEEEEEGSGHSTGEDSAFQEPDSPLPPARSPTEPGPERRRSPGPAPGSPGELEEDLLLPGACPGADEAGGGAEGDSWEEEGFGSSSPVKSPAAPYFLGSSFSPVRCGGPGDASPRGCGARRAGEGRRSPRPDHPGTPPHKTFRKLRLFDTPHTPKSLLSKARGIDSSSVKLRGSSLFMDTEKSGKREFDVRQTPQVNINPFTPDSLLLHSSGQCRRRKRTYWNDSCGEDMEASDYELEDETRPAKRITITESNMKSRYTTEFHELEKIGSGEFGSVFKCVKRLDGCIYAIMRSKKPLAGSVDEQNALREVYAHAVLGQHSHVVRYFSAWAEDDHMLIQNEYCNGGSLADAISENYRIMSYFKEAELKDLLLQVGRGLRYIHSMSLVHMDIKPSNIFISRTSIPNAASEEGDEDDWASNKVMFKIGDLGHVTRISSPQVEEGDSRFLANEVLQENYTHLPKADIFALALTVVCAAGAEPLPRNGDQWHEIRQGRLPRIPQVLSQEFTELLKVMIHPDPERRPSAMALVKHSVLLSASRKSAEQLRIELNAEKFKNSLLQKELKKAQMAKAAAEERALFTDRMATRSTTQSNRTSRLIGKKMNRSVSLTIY
PPC-1+TRAIL kill: kills PPC-1 cancer cells in the presence of TRAIL; PPC-1 cells + TRAIL, ATPLite viability luminescence; cell killing (% activity), % at 4 µM; 220,000 compounds, 0.41% hits; AID 1443;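 active = cell killing above 50% in the first pass at 4 µM, then a duplicate retest at 5 µM averaging 50% or more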;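 note: plate controls were cells with TRAIL plus DMSO for no effect and medium-only wells lacking cells for full effect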
TRPN1 ag: zebrafish TRPN1 (NompC) channel agonism | HEK293 zebrafish TRPN1-YFP, Fluo-8 calcium fluorescence; 100% = response to 87 µM carbachol | activation, % at 3 µM | 220,000 compounds, 0.18% hits | AID 1424;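 active = activation above its plate's cutoff, the mean activation of test wells on that plate plus 3 SD, cut at about 19% in these data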;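 note: 0% = DMSO alone and 100% = 87 µM carbachol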
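Control set: carbachol 87 µM as high control, DMSO as low control; system: HEK293 stable line with zebrafish TRPN1-YFP; read-out: % activation versus carbachol response; detection: intracellular calcium fluorescence with Fluo-8; doses: single test compound dose, 3 µM nominal, 0.3% DMSO; schedule: dye 1 h 37 °C plus 30 min RT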
BaF3 parental: reduces parental Ba/F3 cell viability, JAK2V617F counter-screen | inhibition, % at 5.6 µM | CellTiter-Glo ATP luminescence | 220,000 compounds, 1.1% hits;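 active = inhibition above a per-campaign cutoff, the mean inhibition of all tested compounds plus 3 SD, cut at about 27% in these data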;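 note: 0% = DMSO wells and 100% = JAK Inhibitor I control wells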
RBBP9 inhibitor: inhibitors of human serine hydrolase RBBP9; recombinant RBBP9, FP-Rh probe fluorescence polarization; inhibition, % at 7.94 µM; 220,000 compounds, 0.2% hits;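 active = inhibition above the campaign mean of all tested compounds plus 3 SD, cut at about 14% in these data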;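 note: plate controls were DMSO wells with RBBP9 for no effect and wells lacking RBBP9 protein for full effect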
Target sequence (O75884 whole entry, looked up): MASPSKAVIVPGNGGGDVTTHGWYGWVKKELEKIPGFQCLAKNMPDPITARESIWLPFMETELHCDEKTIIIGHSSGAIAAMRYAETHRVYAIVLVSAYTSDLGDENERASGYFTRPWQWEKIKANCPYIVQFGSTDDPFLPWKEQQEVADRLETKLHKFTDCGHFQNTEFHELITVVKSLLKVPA
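Assay system: recombinant human RBBP9; Reagent: Serine-hydrolase probe FP-Rh, 375 nM pre-mixing; Doses: 7.94 µM single dose, 0.794% DMSO; Incubation: 30 min then 45 min, 25 °C; Detection: fluorescence polarization (mP), excitation 525 nm, emission 598 nm; Evaluation: percent inhibition from mP, scaled between DMSO and no-protein wells.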
Ba/F3 V617F tox: lowers viability of Ba/F3 cells expressing EpoR and JAK2V617F; ATP luminescence; inhibition, % at 5.6 µM; 220,000 compounds, 1.1% hits;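 active = inhibition above the campaign mean plus 3 SD over all tested compounds, cut at about 24% in these data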;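 note: cytokine-independent growth of Ba/F3 cells driven by EpoR plus mutant JAK2; 0% = DMSO-treated cells and 100% = JAK inhibitor I control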
TRPML3 agonist: activates the human TRPML3 channel; Q8TDD5; AID 1448; 220,000 compounds, 0.29% hits; HEK293 TRPML3-YFP, Fluo-8 calcium fluorescence; 100% = the carbachol control signal; activation, % at 3 µM;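 active = activation above its plate's cutoff, the mean activation of the plate's test wells plus 3 SD, cut at about 12% in these data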;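 note: 0% = DMSO only wells and 100% = carbachol wells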
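Material: HEK293 cells stably carrying human TRPML3-YFP; compound dosing: single dose, 3 µM final nominal compound, 0.3% DMSO final; incubation: 1-h 37 °C dye load, 5-s basal, 120-s post-compound reads; technique: Fluo-8 intracellular calcium fluorescence, excitation 470-495 nm, emission 515-575 nm; read-out basis: percent activation from peak-to-basal fluorescence ratio, scaled between DMSO and carbachol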
* = called active by the depositor.

nr	compound	Wee1 degr inh	TRPML3 agonist	Ba/F3 V617F tox	CHOP inhibitor	TNF death inh	BaF3 parental	PPC-1+TRAIL kill	TRPN1 ag	RBBP9 inhibitor
1	CCc1nnc(NC(=O)c2ccc(COc3ccccc3)o2)s1	0	0.9	-3	-21	0.2	1	11	-1.0	-9
2	c1cc(CNCCCN2CCOCC2)ccn1	-2	0.9	-2	-2	-1.3	5	-26	0.0	-1
3	N#CC1(c2ccccc2)CCC(=O)N1Cc1ccccc1 (stereo not given)	2	0.6	-4	-25	5.3	-3	6	0.3	-5
4	Cc1ccc(CNC(=O)C2CCCN(S(=O)(=O)c3c(C)noc3/C=C/N(C)C)C2)cc1 (stereo not given)	0	-0.3	-6	-14	3.2	-3	-10	2.7	1
5	Cc1ccccc1NC(=O)c1cc(=O)c2ccccc2o1	3	-0.3	-4	-16	-4.4	0	0	0.0	-3
6	O=C(NCC1COc2ccccc2O1)c1ccc(NC(=O)C2CCCO2)cc1 (stereo not given)	-1	0.5	0	21	1.3	2	10	2.4	-4
7	COc1ccc(OC)c(S(=O)(=O)NCc2ccccc2)c1	-3	0.0	-3	-14	0.7	-3	-3	0.8	1
8	Cc1cccc(C)c1NC(=O)CNc1ncnc2sc(C)c(C)c12	1	0.2	-4	11	1.2	2	7	1.2	-2
9	O=C(COc1ccc(Cl)cc1)Nc1ncc([N+](=O)[O-])s1	3	20*	5	33	-1.3	8	36	30*	-2
10	CN(C(=O)c1ccc(S(=O)(=O)c2cccc(Cl)c2)c([N+](=O)[O-])c1)C1CCCCC1	-1	2.9	-3	66	-9.5	-3	15	4.5	-3
11	Cc1ccc(NC(=O)C(=O)c2c(-c3ccccc3)cc3ccccn23)cc1S(=O)(=O)N1CCOCC1	0	-0.1	0	25	-3.7	6	11	-1.1	-11
12	COC(=O)Nc1cc([N+](=O)[O-])ccc1OC	1	-0.1	3	-4	1.1	6	9	0.9	2
13	COC(=O)c1cc(C(=O)N2CCOCC2)cc([N+](=O)[O-])c1	-2	1.3	-1	11	0.1	5	4	1.1	-4
14	CCCS(=O)(=O)N1CCCC(C(=O)NCc2ccc(C)cc2)C1 (stereo not given)	-1	0.0	-3	-12	0.8	3	-3	-1.2	-7
15	CC(=O)Nc1ccc(S(=O)(=O)NCC(=O)OCC(=O)NC(=O)c2cccn2C)cc1	1	0.0	-1	13	0.0	-8	-4	1.0	2
16	CN(CC(O)COCc1cccs1)C1CCCCC1 (stereo not given)	0	1.2	-2	27	0.9	7	3	0.8	-4
17	O=C(Nc1ccnc(=O)[nH]1)c1sc2ccccc2c1Cl	5	0.8	-1	-11	0.0	-1	18	1.1	-4
18	CCOC(=O)CN1C(=O)C(Sc2n[nH]c(-c3ccc(O)cc3)n2)CCc2ccccc21 (stereo not given)	-1	0.2	1	5	-6.7	5	16	-0.4	-6
19	CC(=O)c1ccc(Sc2ccccc2)c([N+](=O)[O-])c1	-1	0.0	-2	20	-0.2	-1	1	-1.4	-2
20	CC1(C(=O)O)CCC(C(=O)N2CCCCC2)C1(C)C (stereo not given)	3	-1.9	-1	-11	0.4	6	0	2.5	-4
21	Cc1cc(C(=O)CN2C(=O)NC3(CCCc4ccccc43)C2=O)c(C)n1Cc1cccs1 (stereo not given)	-3	0.6	-1	18	-7.0	0	8	-0.4	-12
22	O=[N+]([O-])c1c(Nc2ccc(O)cc2)cc(N2CCOCC2)c2nonc12	-3	0.3	-4	6	-0.8	1	10	-1.3	8
23	COc1cc(Cl)ccc1NC(=O)COc1ccccc1C(=O)NN	-1	0.6	1	-17	-0.9	2	0	1.1	-11
24	CCOC(=O)c1sc(NN=C(C(=O)OC)C(=O)OC)c(C(=O)OCC)c1C	0	-0.1	5	3	-2.2	7	-1	-0.7	-6
25	Cc1csc(NC(=O)CSc2nnc(-c3ccncc3)o2)n1	3	0.2	-5	33	-1.4	4	7	-0.5	0
26	Cc1[nH][nH]c(=O)c1C(c1ccc(-c2ccccc2C(=O)O)o1)c1c(C)[nH][nH]c1=O	-3	1.0	-3	18	-2.2	2	6	0.8	-3
27	Cc1ccccc1N(C(=O)Cc1ccsc1)C(C(=O)NC1CCCCC1)c1ccc(F)cc1 (stereo not given)	-3	-0.5	7	10	0.0	3	9	0.8	-10
28	CCCC/C(O)=C1\C(=O)CCCC1=NCCc1c(C)[nH]c2ccccc12	4	0.6	0	19	1.0	-2	-13	1.8	-11
29	O=C(O)c1cccnc1C(=O)N1CCc2c([nH]c3ccccc23)C1C(F)(F)F (stereo not given)	0	0.8	3	-3	0.3	0	20	0.9	-12
30	CC(NC(=O)/C(=C/c1ccc(OC(F)F)cc1)c1ccccc1)c1ccccc1 (stereo not given)	4	-0.2	3	39	-0.7	10	6	-0.8	-10
31	CCCc1nnc(NC(=O)c2ccc([N+](=O)[O-])cc2)s1	1	0.0	-6	-1	0.6	5	25	-0.9	-2
32	COc1ccc(Nc2ccc(S(=O)(=O)N3CCCCCC3)cc2[N+](=O)[O-])cc1	4	0.7	-4	32	1.9	-1	-1	1.1	-6
33	CCCN1C(=O)C(NC(=O)c2ccncc2)(C(F)(F)F)C2=C1CC(C)(C)CC2=O (stereo not given)	0	1.1	0	-6	0.8	2	3	-0.4	-10
34	Cc1nn(C(=O)c2nn(C)cc2[N+](=O)[O-])c(C)c1Cl	4	0.6	3	3	0.7	2	4	0.8	-10
35	CCOC(=O)c1cc(C#N)c(N2CCN(c3ccccn3)CC2)nc1-c1ccccc1	3	1.1	-1	21	-1.8	1	2	-0.7	-3
36	Cc1cccc(-n2cnc(C(=O)O)c2)n1	1	0.3	-4	-11	0.1	-2	-1	-0.1	6
37	CN(C)N1C(N)=C(C#N)C(c2ccsc2)C2=C1CC(C)(C)CC2=O (stereo not given)	3	0.2	1	1	2.6	8	14	-0.6	-1
38	COc1ccc(-c2nnnn2-c2ccc(F)cc2F)cc1	6	0.1	3	-1	-1.4	5	20	-0.6	-14
39	CCS(=O)(=O)N1CCCC(C(=O)NCCN(C)Cc2ccccc2)C1 (stereo not given)	0	0.2	-2	37	0.6	2	15	1.3	-10
40	Cc1ccc(S(=O)(=O)N(C)C)cc1NC(=S)NC(=O)C12CC3CC(CC(C3)C1)C2	0	0.9	0	49	-5.7	6	4	0.2	3
41	Cc1c(Cl)cn2c(=O)cc(CN(C)Cc3nc4ccccc4c(=O)[nH]3)nc2c1Cl	-3	1.8	4	20	-0.2	5	14	-1.1	-9
42	Cc1nn(C(C)C(=O)N2CCc3ccccc32)c(C)c1[N+](=O)[O-] (stereo not given)	-3	0.4	1	-11	-2.1	4	-1	1.2	6
43	CCOc1cc(/C=C2/C(=N)N3OC(C)=CC3=NC2=O)ccc1OC(=O)c1ccco1	2	0.3	-3	-7	0.9	-1	-5	-1.2	-6
44	O=C(NCC1CCCCC1)c1cc(S(=O)(=O)N2CCCCC2)ccc1N1CCOCC1	4	-0.4	3	26	2.7	9	13	-2.2	-1
45	COc1ccc(-c2nnn(CC(=O)N(Cc3ccco3)C(C(=O)NCC3CCCO3)c3ccco3)n2)cc1 (stereo not given)	3	0.6	1	-15	1.1	4	-30	1.3	4
46	Cc1c(C(=O)N(Cc2ccccc2)C(C)C)cnn1-c1ccccc1	-2	0.3	-2	25	0.7	0	18	-0.9	-6
47	Cc1ccc(S(=O)(=O)NNC(=O)CCC(=O)Nc2ccc(C)cc2C)cc1	0	0.4	1	10	-2.8	4	0	-0.9	-3
48	O=C(N/N=C/c1ccc(C(=O)O)cc1)C1=NNC(c2ccccc2)(c2ccccc2)C1	-3	0.8	-2	12	-0.2	2	11	-0.4	6
49	O=C(CCSc1ccc(Cl)c(Cl)c1)NC12CC3CC(CC(C3)C1)C2	-1	1.0	-2	42	3.7	3	5	0.6	-5
50	CSc1nc2ccc(NS(=O)(=O)c3ccc(Cl)s3)cc2s1	2	-1.0	-4	21	-1.1	2	37	-0.8	-3
51	COc1ccc(N2C(=O)CSC23C(=O)N2CCCc4cccc3c42)cc1 (stereo not given)	-2	0.2	3	-2	-0.3	10	1	0.2	-3
52	c1csc(C2C3=C(Nc4ncnn42)c2ccccc2OC3)c1 (stereo not given)	3	0.7	-1	17	-6.6	3	-12	-0.2	-2
53	COc1cccc(-n2c(SCC(=O)NCc3ccco3)nnc2-c2c[nH]c3ccccc23)c1	-1	-0.9	-3	33	-1.0	2	4	-1.9	-8

An excerpt from above in order of heavy-atom count, highest first:
nr	compound	Wee1 degr inh	TRPML3 agonist	Ba/F3 V617F tox	CHOP inhibitor	TNF death inh	BaF3 parental	PPC-1+TRAIL kill	TRPN1 ag	RBBP9 inhibitor
46	Cc1c(C(=O)N(Cc2ccccc2)C(C)C)cnn1-c1ccccc1	-2	0.3	-2	25	0.7	0	18	-0.9	-6
49	O=C(CCSc1ccc(Cl)c(Cl)c1)NC12CC3CC(CC(C3)C1)C2	-1	1.0	-2	42	3.7	3	5	0.6	-5
52	c1csc(C2C3=C(Nc4ncnn42)c2ccccc2OC3)c1 (stereo not given)	3	0.7	-1	17	-6.6	3	-12	-0.2	-2
